NPY-Y1 PAM-ag: potentiators or agonists of human neuropeptide Y receptor Y1; activation, % at 3.6 µM; AID 1304; NPY-Y1 expressing cells, potentiator/agonist activation; P25929; 0.37% of 220,000 active; in the data active = activation above about 33%, passing the limit was not always enough;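 also: cells stimulated with NPY at EC10 then isoproterenol at EC100; 0% = low agonist plus stimulus and 100% = saturating agonist plus stimulus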
Target sequence (P25929 whole entry, looked up): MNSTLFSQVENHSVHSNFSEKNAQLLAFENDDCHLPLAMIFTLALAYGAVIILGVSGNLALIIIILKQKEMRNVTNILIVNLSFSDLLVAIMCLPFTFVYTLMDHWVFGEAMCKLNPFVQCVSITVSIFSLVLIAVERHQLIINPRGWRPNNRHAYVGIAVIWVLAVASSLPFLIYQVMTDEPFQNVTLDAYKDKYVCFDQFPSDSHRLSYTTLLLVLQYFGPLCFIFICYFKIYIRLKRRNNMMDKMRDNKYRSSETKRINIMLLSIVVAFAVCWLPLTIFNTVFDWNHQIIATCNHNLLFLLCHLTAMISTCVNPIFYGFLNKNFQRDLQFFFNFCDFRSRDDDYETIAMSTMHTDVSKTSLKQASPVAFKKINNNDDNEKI
EP2 mod: EP2 receptor (human) modulation; P43116; EP2-expressing cells, cAMP HTRF FRET, PGE2 co-stimulation; induction, % at 25 µM; 0.83% of 260,000 active; AID 940;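 active = compounds whose cAMP rise, as percent of the full-agonist control response, exceeds 60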;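 also: rat C6 glioma line stably carrying human EP2 under a CMV promoter; the protocol text gives 20 µM as final concentration; 100% = response of wells given 1 µM PGE2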
eIF4E 4G PPI: eIF4E/eIF4G interaction inhibition in translation initiation | TR-FRET eIF4E-eIF4GI(517-606) binding, 2 h | inhibition, % at 21.7 µM | 0.37% of 220,000 active | AID 782;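 active = inhibition above about 30%, limit read from the data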;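 also: 0% = full FRET control wells and 100% = background wells lacking eIF4GI fragment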
PGE2 EP2 inh: inhibitors of human EP2 prostaglandin E2 receptor; P43116; C6 glioma cells expressing human EP2, cAMP TR-FRET; cells stimulated with saturating PGE2; inhibition, % at 25 µM; 0.52% of 260,000 active; AID 1422;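 active = percent inhibition above 40 after rounding to a whole number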;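 also: rat C6 glioma host cells with rolipram phosphodiesterase inhibitor present; the protocol text gives 20 µM as final concentration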
NPY-Y1 antag: NPY-Y1 (human) receptor antagonism | inhibition, % at 3.6 µM | HEK293-CNG Y1 cells, membrane potential fluorescence; NPY at EC95, then isoproterenol | P25929 | 1% of 200,000 active;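 active = inhibition above the campaign mean inhibition of all tested compounds plus 3 SD, cut at about 20% in these data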;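 also: 0% = DMSO wells given NPY plus isoproterenol and 100% = isoproterenol alone without NPY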
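Assay system: HEK293 Y1/CNG channel cell line; Doses: single compound dose of 3.6 µM, 0.4% DMSO; Timing: dye 3 h, compound 60 min room temperature, stimulation 45 min; Technique: Membrane-potential fluorescent dye readout; Measure: % inhibition of NPY effect.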
p97 inhibitor: blocks human p97 ATPase activity. P55072. recombinant p97 ATPase, Kinase-Glo ATP luminescence, 3 h. inhibition, % at 8 µM. 0.42% of 220,000 active. AID 1481; in the data active = inhibition above about 15%;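 also: 0% = DMSO vehicle and 100% = wells lacking enzyme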
NPY2 pot ag: potentiators or agonists of human neuropeptide Y receptor Y2. 0.45% of 220,000 active. activation, % at 3.6 µM. cells expressing NPY-Y2, potentiator/agonist read-out; in the data active = activation above about 27%;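 also: cells stimulated with NPY near EC25 plus isoproterenol at EC100; 0% = vehicle plus submaximal agonist and 100% = vehicle plus saturating agonist; some results beyond the cut were filed as inactive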
S1P4 agonist: agonists of human S1P4 receptor; activation, % at 4.98 µM; S1P4-expressing cell line, agonist reporter assay; 0.35% of 220,000 active; in the data active = activation above about 11%;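 also: 0% = DMSO vehicle and 100% = reference agonist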
Target sequence (O95977 whole entry, looked up): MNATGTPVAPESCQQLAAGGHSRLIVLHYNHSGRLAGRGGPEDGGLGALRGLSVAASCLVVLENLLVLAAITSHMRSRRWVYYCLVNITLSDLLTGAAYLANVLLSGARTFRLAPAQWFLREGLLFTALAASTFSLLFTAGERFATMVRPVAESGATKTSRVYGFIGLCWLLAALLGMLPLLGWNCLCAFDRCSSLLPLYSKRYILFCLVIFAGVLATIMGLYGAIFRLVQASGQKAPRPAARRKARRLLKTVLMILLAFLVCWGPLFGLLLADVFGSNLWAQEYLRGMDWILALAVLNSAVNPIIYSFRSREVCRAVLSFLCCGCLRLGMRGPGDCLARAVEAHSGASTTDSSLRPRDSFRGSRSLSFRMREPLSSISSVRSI
S1P4 antag: antagonists of human S1P4 receptor. O95977. 0.26% of 220,000 active. inhibition, % at 4.98 µM. S1P4-expressing cells, antagonist mode, reporter read-out; in the data active = inhibition above about 29%;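 also: 0% = wells stimulated with agonist and 100% = vehicle wells without agonist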
* hit, by the source's call; x = no result given; [ ] = another dose, or the depositor's remark. Not all compounds are listed, so the mix of outcomes need not match the whole.

SMILES	NPY-Y1 PAM-ag	EP2 mod	eIF4E 4G PPI	PGE2 EP2 inh	NPY-Y1 antag	p97 inhibitor	NPY2 pot ag	S1P4 agonist	S1P4 antag
CC(Oc1ccc(F)cc1)C(=O)NN (stereo unspecified)	-20	-12	3	4	8	3	-8	1.4	-14
O=C(O)c1cccc(N2C(=O)c3cccc(Oc4ccc(Cl)cc4)c3C2=O)c1	1	40	-3	3	3	4	-2	-2.6	-12
O=C(Nc1ccccc1)N1CCC(n2c(=O)[nH]c3ccccc32)CC1	-16	-2	-1	9	0	-9	-3	0.4	-28
Cc1ccc(S(=O)(=O)N/N=c2\oc3ccccc3cc2C(=O)Nc2cccc(C)c2)cc1	2	57	2	12	-4	0	3	0.2	-10
COc1cccc(/C=N/NC(=O)c2ccc([N+](=O)[O-])cc2Cl)c1O	0	-28	5	12	-2	5	5	-1.2	-4
Cc1onc(-c2c(F)cccc2Cl)c1C(=O)Nc1c(C)n(C)n(-c2ccccc2)c1=O	-4	29	-3[fluorescence artefact?]	7	1	0	4	0.3	-10
O=CN(/C=C1\Sc2ccccc2C1=O)Cc1ccccc1	-7	18	-6	4	-2	3	2	2.1	-13
COc1cc2c(cc1OC)C(C(=O)NCc1ccco1)C(c1cccs1)N(C)C2=O (stereo unspecified)	4	9	2[fluorescence artefact?]	9	12	5	8	1.1	-5
Cc1ccc(C(=O)c2no[n+]([O-])c2C(=O)c2ccc(C)cc2)cc1	-18	-45	3[fluorescence artefact?]	50*	5	5	-18	1.5	1
CS(=O)(=O)Nc1ccc(C2=NN(C(=O)c3ccco3)C(c3ccc(F)cc3)C2)cc1 (stereo unspecified)	19	-25	2	9	-8	2	25	0.5	-6
CCCCn1c(=O)nc2n(-c3ccccc3C)c3ccccc3cc-2c1=O	18	33	12	2	4	-3	-16	-0.2	-8
Cc1cc(C)c2nc(/N=C(\N)NC(=O)Nc3ccccc3)nc(C)c2c1	-8	8	0	11	7	2	-8	-0.7	-30
Cc1ccc(CSCCC(=O)NCCC2=CCCCC2)cc1	-25	-3	3	1	4	0	-16	0.3	-14
O=C1CSC(=Nc2ccccc2Cl)N1	-8	20	4	0	1	4	-12	3.6	-17
CCOC(=O)c1nnn(-c2nonc2N)c1CN(CC)c1ccccc1	7	20	16	8	-4	-1	1	-0.2	1

Looked up by structure from the list above, 2 records:
SMILES	NPY-Y1 PAM-ag	EP2 mod	eIF4E 4G PPI	PGE2 EP2 inh	NPY-Y1 antag	p97 inhibitor	NPY2 pot ag	S1P4 agonist	S1P4 antag
CC(Oc1ccc(F)cc1)C(=O)NN (stereo unspecified)	-20	-12	3	4	8	3	-8	1.4	-14
Cc1cc(C)c2nc(/N=C(\N)NC(=O)Nc3ccccc3)nc(C)c2c1	-8	8	0	11	7	2	-8	-0.7	-30

(cont.)
SMILES	NPY-Y1 PAM-ag	EP2 mod	eIF4E 4G PPI	PGE2 EP2 inh	NPY-Y1 antag	p97 inhibitor	NPY2 pot ag	S1P4 agonist	S1P4 antag
CN(C)S(=O)(=O)c1ccc(-c2csc(N/N=C/c3ccc(O)cc3)n2)cc1	24	-56	-4	104*	x	6	-9	-0.6	1
Cc1[nH]cc(Br)c(=O)c1Oc1ncc(C(F)(F)F)cc1Cl	-17	-16	3	14	6	1	-5	-0.4	-11
COc1ccc(OC)c(NC(=O)C2CCN(Cc3cnn(-c4ccccc4)c3-n3cccc3)CC2)c1	12	-29	5	10	5	0	1	-3.4	1
CCCOc1cc(CC(=O)NCc2ccco2)ccc1OC	2	30	-8	7	-3	9	4	-1.7	-17
Cc1nn(CC(=O)NCc2cc3ccccc3[nH]2)c(C)c1[N+](=O)[O-]	-6	-13	4[fluorescence artefact?]	5	1	1	2	0.1	-9
Cc1ccc(NC(=O)CSc2nc(=O)cc(N)n2-c2ccccc2)cc1	-1	9	-8[fluorescence artefact?]	26	1	0	2	-1.8	-6
CCC(=O)c1ccc(OCC(=O)N2CCCC2)c(OC)c1	-7	16	-1	8	4	4	-15	-0.8	5
O=C(NC1CCCCCC1)c1cccs1	-10	1	1[fluorescence artefact?]	1	-8	-3	6	-1.8	-2
COc1cccc(C=Nc2ccccc2C(=O)Nc2nccs2)c1OC	-8	16	-6	9	1	3	-3	-0.6	-5
CCc1ccc(N(C(=O)c2snc(C(N)=O)c2N)C(C(=O)NCC2CCCO2)c2cccs2)cc1 (stereo unspecified)	15	-3	-4	7	-2	1	-9	3.7	-28
C=CCn1c(N)c(C(=O)Nc2ccc(C)c(C)c2)c2nc3ccccc3nc21	5	10	-1	11	-3	2	10	0.1	5
CC1CCc2c(sc3ncnc(N4CCOCC4)c23)C1 (stereo unspecified)	4	41	-5	8	-1	-4	-8	0.5	1
O=c1[nH]c(CSc2ccccn2)nc2c1oc1ccccc12	7	13	-1	1	11	2	-9	2.6	-10
CC(CC(=O)N1CCN(c2ccc(C(F)(F)F)cn2)CC1)n1ccnc1 (stereo unspecified)	-12	-4	4	7	-2	5	8	-1.3	-7
COc1ccc(NC(=S)NCCc2c[nH]c3ccc(OC)cc23)c(OC)c1	12	-81	-1	6	-4	3	-12	0.1	-6
Cn1c(=O)c2[nH]c(N3CCN(c4cccc(O)c4)CC3)nc2n(C)c1=O	-7	-5	0	7	-5	3	-8	-2.7	11
CCOC(=O)c1cc(/C(C)=N/OC(=O)c2ccc(Cl)cc2)on1	20	11	-4	16	x	7	14	0.8	1
O=C(CNC(=O)OCc1ccccc1)Oc1cc2oc(=O)cc(-c3ccccc3)c2cc1Cl	-26	19	-1	x	3	4	9	-1.9	10
Cc1cccc(C)c1NC(=O)c1cccc2c1-c1ccccc1C2=O	-5	47	21	9	-2	3	-12	-1.1	-7
Cc1ccc(N/C(N)=N/c2nc(C)cc(C)n2)cc1	-1	-21	2[fluorescence artefact?]	18	4	1	5	1.2	-19
O=C(c1ccco1)N1CCN(c2ccc(F)cc2)CC1	2	-29	-2	5	3	-5	-11	-0.9	-10
O=C(NCCN1C(=O)S/C(=C/c2ccccc2)C1=O)C1CCCN1C(=O)c1cccs1 (stereo unspecified)	17	-2	0	11	0	0	-5	-0.3	-3
C[C@H](NS(=O)(=O)c1ccccc1F)C(=O)OCC(=O)N1CCc2ccccc21	10	-6	-1	11	-6	4	3	-0.4	-4
CCN(CC)CCCNC(=O)Cn1nc(-c2ccccc2)ccc1=O	9	12	0[fluorescence artefact?]	2	0	2	-13	-0.6	-8
CC(=O)C1=C(C)NC(SCC(N)=O)=C(C#N)C1C (stereo unspecified)	19	9	-3	14	8	-3	10	0.1	-7
Cc1c(Cl)cccc1-n1c(SCC(=O)NCc2ccccc2Cl)nnc1-c1ccncc1	21	8	10	7	-4	-2	-6	1.5	-15
N#Cc1cc(N)ccc1Sc1ccc(Cl)cc1	6	16	0	6	0	0	10	3.1	-24
Cc1cc(C(=O)Cn2nc(C(=O)O)c3ccccc3c2=O)c(C)n1-c1ccc(F)cc1	-39	50	-4	8	22*	-2	-23	0.5	11
Cc1cc(C)n2nc(S(=O)(=O)N(C)c3ccccc3)nc2n1	-5	17	1[fluorescence artefact?]	7	3	3	-9	2.2	-5
COC(=O)C1=NNC2(c3ccc(C)cc3)C(=O)N(c3ccc(C)cc3)C(=O)C12 (stereo unspecified)	2	10	-1	8	-2	1	-1	1.4	-7
CCCc1cc(-c2nc(-c3ccc(Br)cc3)cs2)ccn1	-6	17	-11[fluorescence artefact?]	6	6	-4	-10	0.6	-27
O=C(Nc1nc(-c2ccccc2)cs1)C1CCCCN1S(=O)(=O)c1ccc(Cl)cc1 (stereo unspecified)	3	-44	-5	13	-4	6	5	-1.1	-14
O=C(CSc1nnnn1-c1ccc2c(c1)OCO2)NCc1ccccc1	-2	-14	-14[fluorescence artefact?]	9	8	-3	9	-1.7	-6
NC(=O)C1CCN(C(=O)c2ccco2)CC1	4	-1	-5	-5	4	-1	-3	0.0	-4
Cc1ccc(C)c(NC(=O)COC(=O)Cc2ccsc2)c1	-19	6	0	4	-4	-4	2	2.4	-3
CNC(=O)CN(C1CCCCC1)S(=O)(=O)c1ccc(OC)c(Cl)c1	12	-8	-14[fluorescence artefact?]	12	-9	-8	4	-1.4	-20
COc1ccc(C2c3ccc(O)cc3Oc3ncn(Cc4ccco4)c(=N)c32)cc1OC (stereo unspecified)	4	4	-4	10	x	9	8	1.0	-17
Cc1ccc(N/N=C2\CC(=O)c3ccccc32)cc1Cl	22	-24	0	2	-1	5	-5	2.7	-7
O=C(Cn1cc(/C=C\[N+](=O)[O-])c2ccccc21)Nc1ccccc1	3	-5	-3	4	x	8	-4	-0.2	2
COc1ccc(N(C)C(=O)Nc2ccc3c(c2)nnn3C)cc1	-12	11	2[fluorescence artefact?]	3	4	12	5	-0.7	-16
CCC(C(=O)NC(C)CCc1ccccc1)n1nc(C)n2c(cc3occc32)c1=O (stereo unspecified)	-6	26	2	4	5	3	-2	0.9	-8
CCOC(=O)c1cc(-c2ccc(/C=C3/C(=O)NC(=O)C(C#N)=C3C)o2)ccc1Cl	17	15	59*[fluorescence artefact?]	19	1	5	-13	-0.5	5
COc1ccccc1C(=O)C1CCCN(C(=O)c2cn3cc(Cl)ccc3n2)C1 (stereo unspecified)	-6	10	1	16	4	0	-4	0.1	-7
O=C(NCc1ccco1)c1ccc(Cl)s1	-4	-16	0	4	1	-2	10	1.8	-11
Cc1ccc(OCC(=O)N/N=C\c2ccc(-c3cccc(C(=O)O)c3)o2)c(C)c1	-13	-9	3[fluorescence artefact?]	8	1	-3	0	2.1	-15

At a glance, some entries already given:
SMILES	NPY-Y1 PAM-ag	EP2 mod	eIF4E 4G PPI	PGE2 EP2 inh	NPY-Y1 antag	p97 inhibitor	NPY2 pot ag	S1P4 agonist	S1P4 antag
CCC(C(=O)NC(C)CCc1ccccc1)n1nc(C)n2c(cc3occc32)c1=O (stereo unspecified)	-6	26	2	4	5	3	-2	0.9	-8
CCOC(=O)c1cc(-c2ccc(/C=C3/C(=O)NC(=O)C(C#N)=C3C)o2)ccc1Cl	17	15	59*[fluorescence artefact?]	19	1	5	-13	-0.5	5
COc1ccccc1C(=O)C1CCCN(C(=O)c2cn3cc(Cl)ccc3n2)C1 (stereo unspecified)	-6	10	1	16	4	0	-4	0.1	-7
O=C(NCc1ccco1)c1ccc(Cl)s1	-4	-16	0	4	1	-2	10	1.8	-11

(next part)
SMILES	NPY-Y1 PAM-ag	EP2 mod	eIF4E 4G PPI	PGE2 EP2 inh	NPY-Y1 antag	p97 inhibitor	NPY2 pot ag	S1P4 agonist	S1P4 antag
COCCn1c(C)cc(C(=O)CSc2nnc3ccccn23)c1C	0	-1	-4	8	1	-6	-4	0.9	-9
COC(=O)Cc1cn(-c2ncc(C(F)(F)F)cc2Cl)c2ccccc12	-35	47	-9[fluorescence artefact?]	13	7	1	-5	-3.0	-12
CN(Cc1cn(-c2ccccc2)nc1-c1ccc2c(c1)OCO2)Cc1nccn1C	2	21	0	6	14	3	-17	-1.0	11
CSc1nc2ccc(NS(=O)(=O)c3cccc(Cl)c3Cl)cc2s1	-31	-13	1	15	18	1	-10	2.5	-14
O=C1CC(c2ccccc2)n2ncnc2N1 (stereo unspecified)	-13	10	-1	5	-5	-2	8	2.0	-7
CCC(OC(=O)c1nsc(Cl)c1Cl)C(=O)NCCOC (stereo unspecified)	3	19	2	5	11	2	1	0.1	-8
CCSc1nnc(NC(=O)c2cc(OC)c(OC)c(OC)c2)s1	-6	-4	1	5	-1	-4	-22	-0.5	-6
CCCCn1c(SCc2cc(=O)[nH]c3ccccc23)nc2c1c(=O)n(C)c(=O)n2C	-3	21	0[fluorescence artefact?]	3	1	-2	8	-0.8	-20
CCCCN(C(=O)CNC(=O)c1ccco1)C(C(=O)NC1CCCC1)c1ccc(OC)cc1 (stereo unspecified)	13	11	-7	12	-2	-1	4	4.0	-6
